# TRb-SRC2 inh – inhibitors of human thyroid hormone receptor beta-SRC2 interaction; P10828; TRbeta-SRC2 peptide binding, fluorescence polarization; receptor liganded with 1 µM T3; Potency, µM (doses to about 106 µM), for the others: at the top dose activity change, negative = inhibition, usual class: inhibitors; 280,000 tested, 0.065% active; AID 1469;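 note: plate controls were bound peptide for no effect and peptide without receptor for full effect; nearly all actives have a fitted effect of over 50% in size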
#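 Human TRb LBD (0.6 uM) plus Texas Red-labeled SRC2 peptide (20 nM), 1uM T3, 5% DMSO, 5 hr at ambient temperature. Decreased polarization (555/632 nm) flags inhibition; data normalized to free and bound peptide controls.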
# Tau FP inhib – tau fibrillization inhibition (FP). P10636. K18 P301L tau heparin fibrillization, Alexa594 FP, 6 h. Potency, µM (doses to about 57.7 µM), inactives show top-dose activity, negative = inhibition, usual class: inhibitors. 280,000 tested, 0.39% active; note: nearly all actives have a fitted effect of over 55% in size
# Target sequence (P10636 561-689 P618L limits assumed): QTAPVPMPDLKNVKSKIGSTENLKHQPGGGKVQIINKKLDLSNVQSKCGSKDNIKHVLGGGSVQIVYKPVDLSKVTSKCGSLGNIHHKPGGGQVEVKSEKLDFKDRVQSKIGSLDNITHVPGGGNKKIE
#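 Compound effects on tau fibrillization are measured by Alexa 594 fluorescence polarization (ex 555, em 632 nm). K18 P301L tau is used at 15 uM with 0.24 uM labeled tracer, and 20 uM heparin induces aggregation over 6 hr at 37 C.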
# Tau fibril ThT – blocks human tau fibril formation measured by thioflavin T. P10636. recombinant tau K18 P301L, heparin-induced fibrillization, ThT fluorescence. Potency, µM (highest dose often 57.4 µM), for the others: at the top dose activity, negative = inhibition, most hits filed as inhibitors. 270,000 tested, 2.1% active. AID 1460; note: nearly all actives have a fitted effect of over 55% in size
#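 In this qHTS, human K18 P301L tau is incubated with compound and heparin for 6 hr at 37 C, and Thioflavin T fluorescence then reports fibril load.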
# aGal spleen mod – inhibits or activates alpha-galactosidase in human spleen homogenate | P06280 | human spleen homogenate, 4MU-alpha-Gal fluorescence, 40 min | Potency, µM (titrated, usually from 80 µM), inactives show at the top dose activity change, negative = inhibition, hits mostly inhibitors | 240,000 tested, 0.008% active | AID 2107;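 note: 0% = enzyme with vehicle and -100% = no enzyme basal signal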
# Target sequence (P06280 32-429 limits assumed): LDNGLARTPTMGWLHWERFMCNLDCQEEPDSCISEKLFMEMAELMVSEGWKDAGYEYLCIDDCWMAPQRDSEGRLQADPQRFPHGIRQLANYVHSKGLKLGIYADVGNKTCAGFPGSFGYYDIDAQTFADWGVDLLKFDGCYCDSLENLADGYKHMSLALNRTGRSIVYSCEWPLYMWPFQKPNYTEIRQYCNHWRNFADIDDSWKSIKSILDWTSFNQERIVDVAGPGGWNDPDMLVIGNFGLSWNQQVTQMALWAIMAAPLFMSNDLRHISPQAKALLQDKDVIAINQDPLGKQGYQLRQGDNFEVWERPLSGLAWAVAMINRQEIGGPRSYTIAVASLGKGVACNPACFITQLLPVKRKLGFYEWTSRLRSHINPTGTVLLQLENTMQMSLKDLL
#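 Human spleen homogenate (1 ug) as enzyme source, 4-methylumbelliferyl-alpha-D-galactopyranoside 1 mM final, citrate/phosphate pH 5.0 with 0.01% Tween-20. Compounds 40 min at 37C, NaOH/glycine stop; fluorescence Ex 365/Em 440, Hill-fit AC50.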
# L3MBTL1 block – inhibitors of human L3MBTL1; AlphaScreen L3MBTL1–H3K9me1 peptide binding; 230,000 tested, 0.66% active; Potency, µM (series often up to 57.1 µM), for inactives: at the top dose activity, negative = inhibition, usual class: inhibitors; Q9Y468; note: nearly all actives have a fitted effect of over 60% in size
#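 Read-out is AlphaScreen signal from streptavidin donor and nickel chelate acceptor beads (10 ug/mL final each) bridging L3MBTL1 (50 nM) and biotinylated K9-monomethylated H3(1-15) peptide (75 nM), after 30 min compound exposure at room temperature.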
# ALDH1A1 block – inhibitors of human aldehyde dehydrogenase 1A1. Potency, µM (titrated, usually from 75.3 µM), without a hit: at the top dose activity, negative = inhibition, hits mostly inhibitors. Purified ALDH1A1, NADH fluorescence, propionaldehyde substrate. 220,000 tested, 7.3% active; active = well fitted inhibition curve with a large enough effect, not every such curve was filed as active; inconclusive = small, poorly fitted or top-dose-only effect, or another doubt; inactive = no such curve, though single readings can be large or run the other way;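 note: plate controls were no enzyme wells and a reference inhibitor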
# Target sequence (P00352 whole entry, looked up): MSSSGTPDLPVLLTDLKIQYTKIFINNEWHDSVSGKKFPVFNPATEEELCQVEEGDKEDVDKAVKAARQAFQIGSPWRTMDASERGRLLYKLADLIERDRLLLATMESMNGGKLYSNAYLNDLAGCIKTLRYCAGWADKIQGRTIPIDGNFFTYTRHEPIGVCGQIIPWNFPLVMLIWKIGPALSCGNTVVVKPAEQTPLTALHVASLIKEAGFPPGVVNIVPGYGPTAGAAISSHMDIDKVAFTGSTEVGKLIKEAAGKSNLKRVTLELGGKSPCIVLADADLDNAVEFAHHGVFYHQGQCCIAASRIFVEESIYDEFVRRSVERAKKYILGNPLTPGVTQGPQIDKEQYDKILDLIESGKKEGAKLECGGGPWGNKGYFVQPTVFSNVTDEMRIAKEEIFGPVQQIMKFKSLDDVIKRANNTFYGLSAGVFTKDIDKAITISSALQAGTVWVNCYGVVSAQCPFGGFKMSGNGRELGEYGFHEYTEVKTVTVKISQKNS
# Tau fluor counter – counter-screen for tau fibril formation inhibitors; tau K18 P301L Alexa594 fluorescence, heparin fibrillization; Potency, µM (titrated, usually from 57.7 µM), without a hit: at the highest dose activity change, negative = decrease; 280,000 tested, 0.93% active; note: nearly all actives have a fitted effect of over 55% in size
#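 Human tau K18 P301L (15 uM unlabeled, 0.24 uM Alexa 594-labeled) in 100 mM sodium acetate pH 7 with 20 uM heparin, 6 hr at 37 C. ThT 30 uM added, 1 hr ambient; Alexa 594 FP and total fluorescence read at 555/632 nm.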
# TR SRC2 fluor cs – alters Texas Red total fluorescence, flagging assay interference | AID 1479 | TRb/SRC2 Texas Red total fluorescence interference | Potency, µM (titrated, usually from 106 µM), for the others: at the highest dose fluorescence change, negative = quenching | 280,000 tested, 0.29% active; active = well fitted curve in either direction with a large enough effect; inconclusive = small, poorly fitted or top-dose-only effect
#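 Human TRβ ligand-binding domain (0.6 uM) and Texas Red SRC2 peptide (20 nM) in Tris buffer with 1 uM T3 and 5% DMSO were incubated with pinned compound for 5 hr at ambient temperature. Total fluorescence was computed as S + 2P (555/632 nm).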
# Active calls of the source: *; ? = inconclusive; · = no result given; [ ] = another dose, or the depositor's remark. Unless noted, calls come from the whole dose curve; as a rule, active = well fitted curve in the direction sought with a large enough effect; inconclusive = small, poorly fitted or top-dose-only effect, or another doubt; inactive = no such curve, though single readings can be large; an effect the other way counts as inactive or inconclusive. Unless noted, % is set by controls: 0 for no effect and ±100 for the full control effect; potency is the fitted concentration of half-maximal effect. Outcome played no part in choosing rows. Share with any hit: about 8.5%.
SMILES,TRb-SRC2 inh,Tau FP inhib,Tau fibril ThT,aGal spleen mod,L3MBTL1 block,ALDH1A1 block,Tau fluor counter,TR SRC2 fluor cs
Nc1nc(Nc2cccc(F)c2)nc(N2CCOCC2)c1[N+](=O)[O-],12%,-14%,·,2%,·,·,-28%,-4%
Cc1ccc(Cn2c(=O)c3c(nc4n3CCN4c3cc(C)cc(C)c3)n(C)c2=O)cc1,-7%,2%,-8%,·,·,·,0%,-13%
COc1cc(CNc2nc3ccccc3[nH]2)cc(OC)c1OC,-21%,-12%,2%,7%,-15%,5%,-6%,1%
CCN(CC)S(=O)(=O)c1ccc(N2C(=O)CC2(/C=C/c2ccccc2)C(=O)NC2CCCC2)cc1 (stereo unspecified),-3%,-5%,-8%,4%,3%,0%,-12%,-2%
Clc1ccc(CSc2nnc(Cn3cnc4ccccc43)o2)cc1,-24%,5%,3%,4%,-2%,1%,-5%,0%
COc1ccc(C(=O)Nc2nnc(S(=O)(=O)N3CCCc4ccccc43)s2)cc1,7%,8%,?,·,·,·,?,-30%
COCCCNC(=O)c1cc(C(=O)c2c(-c3c(Cl)cccc3Cl)noc2C)c[nH]1,-13%,-5%,-3%,18%,-3%,-2%,-7%,-1%
Cc1ccc(CCNC(=O)c2ccc3c(c2)N(Cc2ccccc2F)C(=O)c2ccccc2S3=O)cc1 (stereo unspecified),-6%,-5%,0%,·,·,·,-22%,-2%
CCOC(=O)c1cc(-c2ccccc2)sc1NC(=O)c1ccc(OC)c(OC)c1,-7%,-9%,?,8%,3%,?,-11%,0%
Cc1ccc(S(=O)(=O)N(C)C)cc1NC(=S)NC12CC3CC(CC(C3)C1)C2,-3%,?,1%,5%,-1%,?,?,-1%
O=C(N/N=C/c1ccccc1Cl)c1ccc(F)cc1,2%,-6%,?,9%,-5%,4%,-11%,-3%
CCCCCn1c(=O)[nH]c2cc(C(=O)N3CCN(c4cc(Cl)ccc4C)CC3)ccc2c1=O,-4%,-5%,1%,·,·,·,-1%,0%
COc1ccc(CCN(C(=O)c2cccc(F)c2)C2CC(=O)N(c3ccccc3)C2=O)cc1 (stereo unspecified),10%,7%,-7%,7%,3%,1%,-7%,1%
COc1c(F)c(F)c(C(=O)Nc2ccccc2N2CCN(C(=O)C(C)C)CC2)c(F)c1F,7%,4%,4%,0%,-4%,?,-5%,6%
Cc1ccc(CSc2nnc(SCC(=O)N/N=C/c3c(C)nn(-c4ccccc4)c3C)s2)cc1,-3%,-2%,-9%,-9%,2%,-18%,-19%,-4%
CCOc1ccc(N(C(=O)c2ccc(Cl)cc2)S(=O)(=O)c2ccc3c(c2)n(C)c(=O)n3C)cc1,-3%,1%,-4%,·,·,·,-3%,-1%
CC1(C)CC(=O)C(C(c2cccnc2)C2C(=O)CC(C)(C)CC2=O)C(=O)C1,-7%,-13%,?,5%,·,-8%,-23%,0%
CCN1C(=O)/C(=C/c2ccc(C)s2)SC1=Nc1ccc(OC)cc1,-5%,5%,-20%,-6%,-2%,?,-18%,-1%
CCC(=O)NC1CCc2cccc(OC)c2C1 (stereo unspecified),10%,1%,-1%,4%,·,5%,-1%,-3%
COC(=O)c1c(C)oc(C)c1S(=O)(=O)NC(C)(C)C,-1%,5%,-11%,9%,1%,10%,-4%,-6%
CCN(CC)S(=O)(=O)c1ccc(NC(=O)COc2nc3ccccc3nc2N2CCOCC2)cc1,4%,?,3%,11%,-1%,-6%,?,0%
CCCCC(=O)Nc1nc2c(OC)ccc(OC)c2s1,-1%,6%,?,1%,·,1%,-29%,-3%
COc1ccccc1NS(=O)(=O)c1cccc(C(=O)N/N=C(\C)c2ccc3c(c2)OCCO3)c1,6%,0%,-6%,2%,-2%,25µM*,-12%,1%
COc1ccc(NC(=S)N/C(=N/CS(=O)(=O)c2ccccc2)c2ccccc2)cc1,-3%,1%,?,1%,2%,1%,-6%,1%
O=C(CSc1nc2ccccc2[nH]1)NCc1ccc(F)cc1,-6%,6%,3%,0%,0%,-1%,1%,-1%
# New compounds follow
SMILES,TRb-SRC2 inh,Tau FP inhib,Tau fibril ThT,aGal spleen mod,L3MBTL1 block,ALDH1A1 block,Tau fluor counter,TR SRC2 fluor cs
N#Cc1ccccc1NCc1ccccc1,-15%,0%,-9%,-11%,17%,-9%,-4%,-5%
COc1ccccc1-c1c(C#N)c(N)nc2c1CCC2,-7%,5%,-9%,14%,-8%,?,-6%,-1%
Cn1cccc1Cc1nnc(SCC(=O)Nc2ccccc2F)n1-c1ccc(F)cc1,0%,0%,-6%,-1%,-3%,?,-9%,0%
COc1ccc(CNC(=O)CN(C)S(=O)(=O)c2ccc3[nH]c4c(c3c2)CCCC4)cc1,0%,?,-8%,·,·,·,?,?
CCc1ccc(N(C(=O)Cc2cccs2)C(C(=O)NC2CCCCC2)c2cn(C)nc2C)cc1 (stereo unspecified),1%,-4%,0%,2%,4%,3%,2%,-4%
CN1CCN(Cc2nc3ccccc3c(=O)n2Cc2nc(-c3ccc4ccccc4c3)cs2)CC1,10%,-2%,?,-3%,-10%,?,-6%,-8%
CN(C)C(=O)COn1c(SCC(=O)N(C)C)nc2ccccc2c1=O,-2%,1%,1%,17%,8%,12%,-2%,-5%
Cc1ccc(S(=O)(=O)N(CCCN2CCCC2=O)Cc2cc3c(C)ccc(C)c3[nH]c2=O)cc1,-3%,4%,-2%,-2%,39%[activator],?,0%,-6%
CC(=O)[C@@H]1[C@@H](C(=O)c2ccccc2)[C@]2(C(=O)Nc3ccccc32)[C@H]2C=Cc3cc(F)ccc3N12,-9%,-13%,?,-2%,2%,?,-12%,-1%
CC(C(=O)OCC(=O)c1cccc([N+](=O)[O-])c1)N1C(=O)C2C3CCC(C3)C2C1=O (stereo unspecified),-7%,-1%,-5%,6%,-3%,?,-13%,1%
NNC(=O)CN1CCCc2ccccc21,3%,1%,-17%,-3%,-10%,6.3µM*,-9%,1%
CCCN(CCC)S(=O)(=O)c1ccc(C(=O)N2CC3CCC(CC3)C2)cc1,-6%,-7%,-13%,10%,3%,?,-16%,-4%
COc1cccc(N2CCN(CC(=O)c3c(C)[nH]c4ccccc34)CC2)c1,-9%,3%,?,-5%,·,?,-28%,0%
O=C(CCn1ccc2cc(S(=O)(=O)N3CCCC3)ccc21)NCc1ccccc1F,-4%,-4%,-4%,·,·,·,-16%,0%
COc1ccc(NC(=O)c2ccccn2)cc1S(=O)(=O)N1CCOCC1,-10%,-8%,-6%,-6%,·,-4%,-8%,-5%
COCC(O)CSc1c([N+](=O)[O-])nc(C)n1Cc1ccc(OC)c([N+](=O)[O-])c1 (stereo unspecified),15%,-10%,3%,1%,3%,25µM*,0%,2%
CCCCCNC(=O)c1ccc2c(=O)n(CCOC)c(=O)[nH]c2c1,2%,2%,-11%,?,·,?,-10%,0%
O=C(NC1CCCC1)c1ccc(CSc2nc3cccnc3n2Cc2cccc(F)c2)cc1,1%,5%,3%,·,·,·,-10%,6%
CCCN1CNC(=S)N(c2cccc(C)c2)C1,-4%,4%,-18%,-16%,1%,7%,-13%,1%
COc1ccc(OC)c(C2=Nn3c(nnc3C3CCCCC3)SC2)c1,4%,0%,-9%,2%,3%,?,-3%,-2%
O=[N+]([O-])c1cc(S(=O)(=O)N2CCCC2)ccc1NN=C1CCCCC1,-7%,4%,-3%,4%,2%,2%,-3%,0%
CCCCc1n[nH]c2c1/C(=N/OCC)CC(C)(C)C2,3%,5%,-6%,5%,1%,·,-11%,-2%
CCCCN(CC)CCCNC(=O)CC1Nc2ccccc2NC1=O (stereo unspecified),-4%,-4%,0%,-6%,7%,-13%,-5%,0%
COc1ccc(C2=Nc3ccc(F)cc3NC(c3cccc(C(F)(F)F)c3)=N2)cc1,5%,-9%,?,·,·,·,?,-2%
O=C(CN1C(=O)CC(c2ccco2)Sc2ccccc21)Nc1ccccc1F (stereo unspecified),3%,2%,-17%,-11%,-20%,?,-3%,1%
Cc1nc(-c2cc(C#N)c(Sc3ccc(Cl)cc3Cl)nc2C)cs1,-1%,-10%,-8%,5%,74%[activator],-13%,-14%,-8%
O=C(N1CCOCC1)N1CCN(CC(O)COc2ccc3ccccc3c2)CC1 (stereo unspecified),-9%,0%,-18%,-1%,4%[11.4 µM],4%,-2%,-1%
COc1ccccc1CN(C)CC(=O)Nc1ccc(Cl)cc1F,2%,?,-6%,-5%,40%[activator],-3%,-1%,-2%
O=C1CC(=O)N(Cc2ccco2)C(=S)N1,?,?,?,0%,·,-10%,-24%,-22%
Cc1ccc(NC(=S)N2CCN(c3ncccn3)CC2)c(C)c1,0%,5%,-7%,-2%,5%,-7%,-3%,-4%

# Of the compounds above, these contain a furan ring, fused or not:
SMILES,TRb-SRC2 inh,Tau FP inhib,Tau fibril ThT,aGal spleen mod,L3MBTL1 block,ALDH1A1 block,Tau fluor counter,TR SRC2 fluor cs
COC(=O)c1c(C)oc(C)c1S(=O)(=O)NC(C)(C)C,-1%,5%,-11%,9%,1%,10%,-4%,-6%
O=C(CN1C(=O)CC(c2ccco2)Sc2ccccc21)Nc1ccccc1F (stereo unspecified),3%,2%,-17%,-11%,-20%,?,-3%,1%
O=C1CC(=O)N(Cc2ccco2)C(=S)N1,?,?,?,0%,·,-10%,-24%,-22%

# Entries of single compounds, quoted from the list. Order of values: TRb-SRC2 inh	Tau FP inhib	Tau fibril ThT	aGal spleen mod	L3MBTL1 block	ALDH1A1 block	Tau fluor counter	TR SRC2 fluor cs
# CCCCN(CC)CCCNC(=O)CC1Nc2ccccc2NC1=O (stereo unspecified) is listed with -4%	-4%	0%	-6%	7%	-13%	-5%	0%
# CN1CCN(Cc2nc3ccccc3c(=O)n2Cc2nc(-c3ccc4ccccc4c3)cs2)CC1 is listed with 10%	-2%	?	-3%	-10%	?	-6%	-8%
# NNC(=O)CN1CCCc2ccccc21 is listed with 3%	1%	-17%	-3%	-10%	6.3µM*	-9%	1%
# COc1cccc(N2CCN(CC(=O)c3c(C)[nH]c4ccccc34)CC2)c1 is listed with -9%	3%	?	-5%	·	?	-28%	0%
# O=C(CN1C(=O)CC(c2ccco2)Sc2ccccc21)Nc1ccccc1F (stereo unspecified) is listed with 3%	2%	-17%	-11%	-20%	?	-3%	1%

# Screens deposited in PubChem BioAssay by National Center for Advancing Translational Sciences (NCATS).
